Compound activity from PubChem BioAssay.
TRPM1 prom inh – inhibitors of MITF-driven TRPM1 promoter in melanoma cells | inhibition, % at 12.5 µM | hit rate 0.83% among 330,000 | AID 488899 | SK-MEL-5 TRPM1 promoter luciferase, 24 h;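 active means mean inhibition across replicates of 60% or more, whatever share of single replicates reaches that level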; further: values of inactives mirror those of a sister screen read the other way
PDI turbidity – blocks human protein disulfide isomerase activity; P07237; PDI insulin aggregation turbidity, A650, 90 min; inhibition, % at 10 µM; hit rate 0.052% among 350,000; AID 588391;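 active means mean inhibition across replicates of 30% or more, whatever share of single replicates reach that level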;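 further: absorbance from insulin aggregation driven by PDI reduction with DTT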
Target sequence (P07237 whole entry, looked up): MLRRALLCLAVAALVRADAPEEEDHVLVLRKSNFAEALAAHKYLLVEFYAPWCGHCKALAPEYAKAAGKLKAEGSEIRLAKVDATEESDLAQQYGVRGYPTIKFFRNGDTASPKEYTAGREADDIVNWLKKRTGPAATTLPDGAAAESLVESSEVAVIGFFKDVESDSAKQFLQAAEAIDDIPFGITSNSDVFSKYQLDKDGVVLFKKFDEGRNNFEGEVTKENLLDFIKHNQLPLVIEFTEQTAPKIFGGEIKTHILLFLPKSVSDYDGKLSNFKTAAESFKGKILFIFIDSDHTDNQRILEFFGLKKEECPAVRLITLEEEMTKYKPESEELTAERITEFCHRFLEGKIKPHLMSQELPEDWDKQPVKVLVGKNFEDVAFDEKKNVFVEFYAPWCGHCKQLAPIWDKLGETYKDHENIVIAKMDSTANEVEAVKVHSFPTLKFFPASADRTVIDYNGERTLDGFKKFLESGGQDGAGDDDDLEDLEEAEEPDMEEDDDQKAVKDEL
aDG glyco up – alpha-DG glycosylation activation | hit rate 0.22% among 360,000 | activation, % at 10 µM | AID 624168 | Pro5-aDG cells, alpha-DG glycosylation AlphaScreen (IIH6); 0% Pro5, 100% B10-LARGE cell signal;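 active means activation of at least 8% versus controls, or a plate z-score of at least 8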;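 further: Pro5 are CHO cells carrying HIG-tagged alpha-DG that lacks glycosylation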
CaV13 FRET inh – Disruptors of the CACNA1D IQ motif to Ca2+-dependent inactivation inhibitor domain association, primary screening, Förster resonance energy transfer in intact living …; hit rate 0.098% among 340,000; HEK cells, CFP/YFP FRET ICDI-IQ, plate reader, 10 min; percent FRET-ratio fall versus neutral wells; inhibition, % at 12.3 µM; AID 743397;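 active means mean replicate inhibition of at least 30% and at least 1% of replicates passing that level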;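 further: 0% = median of the neutral control wells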
Peg3 promoter – reduces Peg3 promoter-driven luciferase expression in HeLa; inhibition, % at 20 µM; AID 588405; hit rate 1.7% among 360,000; HeLa PEG-Prom luciferase reporter, luminescence, overnight;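 active means inhibition of at least 50% at 20 µM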
hiPSC survival – increases survival of single human iPS cells; survival enhancement, % at 20 µM; hit rate 0.044% among 360,000; hiPSC single-cell survival, ATPlite luminescence; 100% = ROCK inhibitor wells, 0% = DMSO; in the data active means survival enhancement above about 18%;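 further: cells exposed to compounds for 16 hours before the ATP read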
HIF-2a block – HIF-2a inhibition; hit rate 0.72% among 360,000; AID 624352; 786-0 RCC cells HIF-2a reporter, luciferase luminescence, overnight; inhibition, % at 18.8 µM;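 active means inhibition of the luminescence signal of 40% or more relative to plate controls, in a single-dose primary screen at 18.75 µM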
NR2E3 ag-1 – human photoreceptor-specific nuclear receptor agonism; Q9Y5X4; CHO-S Gal4-NCOR/VP16-NR2E3 two-hybrid, luciferase; inhibition of corepressor binding, % at 3.98 µM; hit rate 0.35% among 360,000; AID 602229;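 active means inhibition above the mean of all tested compounds plus 3 SD, cut at about 70% in these data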;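 further: 0% = DMSO with NR2E3 transfected cells and 100% = cells lacking NR2E3 construct; higher means lower luciferase signal from less NR2E3 corepressor binding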
Target sequence (Q9Y5X4 whole entry, looked up, the tested form may be a part): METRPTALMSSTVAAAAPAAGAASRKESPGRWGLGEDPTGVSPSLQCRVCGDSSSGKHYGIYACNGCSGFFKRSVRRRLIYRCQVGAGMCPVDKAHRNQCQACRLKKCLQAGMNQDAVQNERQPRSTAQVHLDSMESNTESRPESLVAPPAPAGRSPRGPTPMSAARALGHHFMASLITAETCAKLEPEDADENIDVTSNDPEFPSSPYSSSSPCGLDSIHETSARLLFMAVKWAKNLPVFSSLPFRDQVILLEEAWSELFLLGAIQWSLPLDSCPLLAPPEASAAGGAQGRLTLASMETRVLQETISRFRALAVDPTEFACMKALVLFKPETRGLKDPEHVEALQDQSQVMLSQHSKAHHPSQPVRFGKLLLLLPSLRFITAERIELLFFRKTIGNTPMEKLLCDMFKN
NR2E3 ag-2 – activates human photoreceptor nuclear receptor NR2E3. GST-NR2E3/biotin-RetCOR TR-FRET, 1536-well. inhibition of corepressor binding, % at 4.78 µM. hit rate 0.12% among 320,000. AID 2300;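 active means percent inhibition above the cutoff of mean plus 3 SD of all tested compounds, set per screening campaign, cut at about 20% in these data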;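 further: 0% = DMSO wells and 100% = biotin wells as full block of FRET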
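Material: NR2E3–RetCOR corepressor complex / Incubation: Compound–protein incubation for 5 h at 4 °C / Dosing: compound at 4.8 µM, single dose / Detection: time-resolved FRET / Benchmarks: high control biotin, low control 0.6% DMSO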
Vif inh – HIV Vif inhibition; AID 602346; inhibition, % at 7.49 µM; HEK293T cells, Vif self-association by quenched fluorescence, imaging, 24 h; hit rate 0.35% among 340,000; in the data active means inhibition above about 50%, passing the limit was not always enough; further: some results filed as inactive read as strong as hits
Exocytosis inh – blocks lytic granule exocytosis | TALL-104 LAMP-1 surface exposure, flow cytometry; cells stimulated with thapsigargin and PMA | inhibition, % at 10 µM | hit rate 0.66% among 360,000;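 active means inhibition above about 55%, limit read from the data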
An asterisk follows results filed as active; nt = not tested or not shown. Rows were taken by chance; 3.5% or so of the library scored in one or more.

Under each structure: NR2E3 ag-2 | CaV13 FRET inh | Vif inh | hiPSC survival | Exocytosis inh | TRPM1 prom inh | Peg3 promoter | NR2E3 ag-1 | PDI turbidity | aDG glyco up | HIF-2a block
CC1CCCCC12NC(=O)N(Cc1cc(=O)n3ccsc3n1)C2=O (stereo unspecified)
    -2 | -7 | 3 | -0.5 | -1 | -1 | 7 | 2 | -4 | -0.1 | 0
CSCC[C@H](NC(=O)OC(C)(C)C)c1nnc(SCC=C(C)C)o1
    2 | -5 | 4 | -0.8 | -1 | -15 | -8 | -8 | 3 | 0.7 | -66
COc1ccc(C(CNC(=O)COc2ccccc2)N2CCOCC2)cc1 (stereo unspecified)
    1 | -5 | 2 | -0.4 | -5 | 3 | -1 | 26 | 0 | 0.2 | 1
CCCc1nn(-c2cc(Cl)ccc2OC)c2c1C(=O)CCC2
    4 | -7 | -20 | 0.6 | 2 | 8 | 16 | 5 | 8 | 0.1 | 11
Cc1cc(C(=O)NNC(=O)c2ccc(Cl)c(S(N)(=O)=O)c2)c(C)o1
    nt | -6 | 24 | -0.5 | 1 | 4 | 3 | -57 | -1 | -0.1 | -3
CC(=O)N1CCOc2ccc(S(=O)(=O)NCc3ccc(C)cc3)cc21
    1 | -7 | 4 | -0.5 | -1 | 7 | 16 | -2 | -11 | -0.1 | 20
COc1cccc(NC(=O)CSc2nnc(CNC(=O)c3ccccc3F)o2)c1
    -4 | -3 | -4 | 0.5 | -4 | 0 | 16 | -1 | 7 | -0.1 | 17
COc1ccc(C(C)NC(=O)c2ccoc2C)cc1OC (stereo unspecified)
    5 | -8 | -5 | -2.3 | -5 | -4 | 10 | 7 | 1 | 0.3 | -8
O=c1c2c3c(sc2nc2n1CCCS2)CCCC3
    -2 | -5 | -11 | 0.9 | -1 | -38 | -186 | -61 | 4 | 0.3 | -179
Cc1cccn2c(CN(C)CCC3CCCCO3)c(C(=O)N3CCCCC3)nc12 (stereo unspecified)
    5 | 9 | 0 | -3.2 | -2 | 6 | 6 | -2 | -2 | -0.1 | 14

3 compounds from above, sorted by SMILES length, lowest first.
Under each structure: NR2E3 ag-2 | CaV13 FRET inh | Vif inh | hiPSC survival | Exocytosis inh | TRPM1 prom inh | Peg3 promoter | NR2E3 ag-1 | PDI turbidity | aDG glyco up | HIF-2a block
COc1ccc(C(CNC(=O)COc2ccccc2)N2CCOCC2)cc1 (stereo unspecified)
    1 | -5 | 2 | -0.4 | -5 | 3 | -1 | 26 | 0 | 0.2 | 1
CC(=O)N1CCOc2ccc(S(=O)(=O)NCc3ccc(C)cc3)cc21
    1 | -7 | 4 | -0.5 | -1 | 7 | 16 | -2 | -11 | -0.1 | 20
Cc1cccn2c(CN(C)CCC3CCCCO3)c(C(=O)N3CCCCC3)nc12 (stereo unspecified)
    5 | 9 | 0 | -3.2 | -2 | 6 | 6 | -2 | -2 | -0.1 | 14

(more compounds)
Under each structure: NR2E3 ag-2 | CaV13 FRET inh | Vif inh | hiPSC survival | Exocytosis inh | TRPM1 prom inh | Peg3 promoter | NR2E3 ag-1 | PDI turbidity | aDG glyco up | HIF-2a block
NC(N)=NN=C1CCCCCCCCCCC1
    1 | -22 | -6 | -0.5 | -18 | -15 | 8 | -11 | -3 | 0.7 | 11
O=C(NCCNc1ccc([N+](=O)[O-])cc1)c1ccco1
    0 | -11 | 1 | -0.4 | 0 | -10 | -14 | -19 | -3 | -0.2 | -10
COc1ccc2[nH]c(=O)c(CN(CC3CCCO3)S(=O)(=O)c3ccccc3)cc2c1 (stereo unspecified)
    2 | -5 | -2 | 0.5 | -2 | 5 | 21 | -1 | 9 | -0.1 | 12
CC(C)(C)C1CCc2c(sc(NC(=O)C3CCCO3)c2C(N)=O)C1 (stereo unspecified)
    1 | nt | -9 | 2.6 | 1 | -47 | -64 | -32 | 1 | -0.4 | -43
Cc1cccc(C(=O)Nc2ccc(C(=O)N3CCCCC3C)cc2)c1 (stereo unspecified)
    0 | -3 | -4 | 1.0 | 7 | -26 | -46 | -36 | -5 | 0.9 | -92
Cc1ccc(C)c(NC(=O)CN(C)C(=O)Cc2coc3cc(C)c(C)cc23)c1
    -3 | nt | -2 | -0.5 | 0 | -2 | 21 | -25 | -13 | 0.0 | 3
Cc1ccc(C(=O)C(NC(=O)c2ccco2)N2CCOCC2)cc1 (stereo unspecified)
    1 | -11 | 25 | -2.1 | 0 | -42 | -133 | -20 | 6 | 0.4 | -83
COc1ccc(CCNC(=O)CSc2nncn2N)cc1OC
    -4 | -9 | 5 | 0.0 | 1 | -10 | 11 | -20 | 13 | 0.0 | 12
O=C(NC(CO)c1ccccc1)c1ccco1 (stereo unspecified)
    2 | -6 | 11 | 7.8 | -2 | -15 | -7 | 0 | -2 | -0.1 | 14
Cc1ccc(C)c(NC(=O)CN(C)C(=O)c2ccc(-c3cccc(C(F)(F)F)c3)o2)c1
    -1 | -7 | -11 | -0.3 | 8 | -10 | 3 | 4 | -6 | 0.2 | -10
O=[N+]([O-])c1ccc(S(=O)(=O)N(CC(O)CN2CCCCC2)c2ccccc2)cc1 (stereo unspecified)
    6 | -4 | 32 | -0.5 | 8 | 19 | -29 | -18 | 4 | 0.0 | 5
CCN(CC)CC#CCC(C)(c1ccccc1)c1ccccc1
    2 | -5 | -5 | 4.5 | -1 | -21 | 10 | -2 | 5 | 0.0 | -3
COCCn1nnnc1CN1CCC(NC(=O)Nc2cccc(OC)c2)CC1
    -2 | -4 | 0 | 3.3 | -1 | 8 | 12 | -7 | -5 | -0.5 | 12
CCCCN(Cc1ccccc1)S(=O)(=O)c1ccc2c(c1)n(C)c(=O)c(=O)n2C
    1 | -5 | -4 | 2.8 | 1 | -10 | 19 | 13 | -3 | 0.0 | 15
CC1(C)Cc2ccccc2C(NNC(=O)c2cccnc2)=N1
    6 | nt | -13 | 10 | -1 | 2 | -3 | 7 | 5 | 0.0 | 16
O=C(c1cc(C2CCCCN2S(=O)(=O)c2ccc(F)cc2F)on1)N1CCOCC1 (stereo unspecified)
    nt | -15 | -15 | -4.6 | 2 | nt | 9 | -16 | -4 | -0.1 | 11
COCCc1ncc(CN2CCC(C(=O)Nc3ccc(-n4cccn4)cc3)CC2)cn1
    nt | nt | 5 | 0.2 | -5 | -2 | 2 | -16 | 2 | 0.5 | -2
OCCNc1nc2ccccc2nc1NCCO
    3 | -19 | -2 | -0.2 | 6 | -9 | 11 | 4 | -5 | -0.1 | -6
COc1ccc(OC)c(/C=N/NC(=O)Cn2ccnc2C)c1
    -1 | -4 | -3 | -0.3 | -2 | 2 | 7 | -5 | 6 | -0.2 | 18
O=C(CN1CCN(C(c2ccccc2)c2ccccc2)CC1)N1CCOCC1
    2 | -10 | 1 | 0.5 | 3 | -4 | 8 | -18 | -6 | 0.1 | 4
O=C(Nc1nnc(CCN2CCCCC2)s1)c1ccccc1Cl
    -1 | 2 | 2 | 0.2 | 2 | 6 | 1 | -18 | 0 | 0.0 | 3
O=S(=O)(NC1=NCCCCC1)c1ccc(Cl)cc1Cl
    5 | -4 | -1 | -0.5 | 16 | -1 | 6 | 10 | 0 | 0.2 | 14
CN1CCN(c2nc(Nc3ccc(O)cc3)nc3ccccc23)CC1
    -6 | -5 | 4 | 2.0 | 0 | -22 | 10 | -1 | 8 | 1.1 | 17
C#CCN(C[C@H]1[C@H](OC(=O)NCC2CCCCC2)[C@H](OC(=O)NCC2CCCCC2)C[C@@H](C(=O)OC)[C@H]1C(=O)OC)S(=O)(=O)c1ccc(C)cc1
    nt | -6 | -2 | -0.6 | -2 | nt | 17 | -28 | -5 | 0.5 | -5
CC(C)(C)OC(=O)N[C@@H](C(=O)OC(C)(C)C)c1ccc(Br)cc1
    2 | -3 | -5 | 5.7 | 0 | -5 | 1 | -26 | -2 | 0.4 | 15
O=S(=O)(NCc1ccccc1)[C@@H]1CC2C=CC1C2 (stereo partly specified)
    3 | -11 | -2 | -0.6 | -1 | nt | 2 | 0 | -4 | 0.0 | 6
O=C(O)c1ccc(-c2ccccc2)[nH]c1=O
    1 | 3 | -16 | -0.5 | -6 | 4 | 5 | -5 | -2 | 0.0 | 11
CCOc1ccc(NC(=S)N2CCCCCC2)cc1
    3 | 10 | 1 | 1.9 | 4 | -12 | -31 | -4 | 2 | 0.0 | -43
CC(C)[C@@H](C(=O)NCc1ccco1)N1C(=O)N2CCc3c([nH]c4ccccc34)[C@@]2(C)C1=O
    1 | nt | -2 | 0.0 | 2 | nt | 10 | -7 | nt | 0.1 | 13
Cc1noc(C)c1S(=O)(=O)NC1CCN(Cc2ccccc2)CC1
    1 | -7 | 3 | 4.0 | 4 | nt | 11 | 0 | nt | 0.1 | 4
C/C(=N\NC(=O)c1ccccn1)c1ccc(Cl)cc1
    0 | -21 | 3 | -0.5 | -10 | nt | -229 | -94 | 18 | -0.1 | -170
Cc1ccc(-c2noc(-c3ccccc3C(=O)NCc3ccco3)n2)cc1
    1 | -11 | -12 | -0.6 | -5 | -13 | -57 | -39 | -7 | 0.0 | -135

Laid out differently: two of the compounds above
Structure	NR2E3 ag-2	CaV13 FRET inh	Vif inh	hiPSC survival	Exocytosis inh	TRPM1 prom inh	Peg3 promoter	NR2E3 ag-1	PDI turbidity	aDG glyco up	HIF-2a block
C/C(=N\NC(=O)c1ccccn1)c1ccc(Cl)cc1	0	-21	3	-0.5	-10	nt	-229	-94	18	-0.1	-170
Cc1ccc(-c2noc(-c3ccccc3C(=O)NCc3ccco3)n2)cc1	1	-11	-12	-0.6	-5	-13	-57	-39	-7	0.0	-135
